GCN5L2 inh = blocks human GCN5L2 histone acetyltransferase; Q92830; GCN5L2 HAT assay, ThioGlo1 CoA-SH fluorescence; Potency, µM (titrated, usually from 58.9 µM), for inactives: top-dose activity change, negative = inhibition, most hits filed as inhibitors; actives 0.21% (n = 390,000)
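ThioGlo1-coupled HAT assay: 20nM GCN5L2, 70uM acetyl-CoA, 75uM H3(1-25) peptide, pH 7.5. Fluorescence read at 340/540nm at start and after 20 min at room temperature.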
N370S GC = N370S glucocerebrosidase modulation, Gaucher chaperone candidate; actives 0.092% (n = 330,000); N370S GC spleen homogenate, 4MU-glucoside fluorescence; Potency, µM (titrated, usually from 59.4 µM), for the others: at the top dose activity change, negative = inhibition, usual class: inhibitors; AID 2101; P04062;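 also: 0% = full enzyme activity and -100% = no enzyme basal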
FEN1 inhibitor = blocks human flap endonuclease 1; AID 588795; actives 0.35% (n = 390,000); P39748; Recombinant FEN1 flap cleavage, fluorescence, 15 min; Potency, µM (highest dose often 114 µM), without a hit: top-dose activity change, negative = inhibition, hits mostly inhibitors; also: nearly all actives have a fitted effect of over 65% in size
Target sequence (P39748 whole entry, looked up): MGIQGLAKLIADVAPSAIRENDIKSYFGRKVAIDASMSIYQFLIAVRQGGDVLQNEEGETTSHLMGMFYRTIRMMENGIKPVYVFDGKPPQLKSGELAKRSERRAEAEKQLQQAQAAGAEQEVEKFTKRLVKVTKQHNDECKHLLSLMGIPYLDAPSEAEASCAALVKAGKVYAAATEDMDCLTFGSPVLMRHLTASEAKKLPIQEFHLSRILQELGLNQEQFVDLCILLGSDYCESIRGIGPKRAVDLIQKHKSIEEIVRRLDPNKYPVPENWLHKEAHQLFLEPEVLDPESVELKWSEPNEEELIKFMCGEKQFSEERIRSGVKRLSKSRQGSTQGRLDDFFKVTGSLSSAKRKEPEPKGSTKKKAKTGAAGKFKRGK
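Quantitative HTS format: each compound was titrated, incubated with 10 nM nuclease for 15 min at room temperature, then challenged with flap substrate at 50 nM final. Signal change over 15 min gave concentration–effect curves.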
Active calls of the source: *; & = joins results of further samples; [ ] = dose if it differs, or a comment. Calls follow the shape of the dose curve; as a rule, active = well fitted curve in the direction sought with a large enough effect; inconclusive = small, poorly fitted or top-dose-only effect, or another doubt; inactive = no such curve, though single readings can be large; an effect the other way counts as inactive or inconclusive. Unless noted, % is scaled to controls: 0 for no effect and ±100 for the full control effect; potency is read from the fitted curve at half-maximal effect.

`CC(=O)c1c(N2CCOCC2)nc2ccc(Br)cc2c1-c1ccccc1` gave GCN5L2 inh -27%, N370S GC 29% and FEN1 inhibitor -16%.
COc1ccc(/C=C/c2c(-c3ccc(OC)cc3)oc(=O)c3cc(OC)c(OC)cc23)cc1 was read as GCN5L2 inh -5% and FEN1 inhibitor -9%.
For c1coc(CN(Cc2cccs2)Cc2nnnn2C2CCCCC2)c1 the results were GCN5L2 inh -5%, N370S GC 5% and FEN1 inhibitor 3%.
`S=C(NCCCN1CCOCC1)N1CCN(c2ccccc2)CC1` gave GCN5L2 inh -2%, N370S GC -12% and FEN1 inhibitor 1%.
Screening CCc1nnc(NC(=O)CSc2nnc(-c3ccc(S(=O)(=O)N(CC)CC)cc3)n2CC)s1 returned GCN5L2 inh -14%, N370S GC 12% and FEN1 inhibitor 1%.
C=CCn1c(SCc2ccc([N+](=O)[O-])cc2)nnc1C(C)NC(=O)c1ccccc1 (stereo not drawn) was read as GCN5L2 inh 1%, N370S GC -7% and FEN1 inhibitor -11%.
For O=c1oc2ccc(Cl)cc2nc1/C=C(\O)c1ccco1 the results were GCN5L2 inh -2%, N370S GC -14% and FEN1 inhibitor inconclusive.
`CCc1cccc2c(C(=S)N3CCOCC3)c[nH]c12` gave GCN5L2 inh -2%, N370S GC -26% and FEN1 inhibitor 16%.
For CCOc1ccc(S(=O)(=O)N2CCCCC2)cc1NC(=O)C1COc2ccccc2O1 (stereo not drawn) the results were GCN5L2 inh -11% and FEN1 inhibitor -11%.
`N#Cc1c(C(F)(F)F)cc(-c2cccs2)nc1SCC(=O)O` gave GCN5L2 inh -7%, N370S GC -12% and FEN1 inhibitor -7%.
`O=C1C(=O)c2c(C(=O)c3ccccc3)coc2-c2ccccc21` gave GCN5L2 inh -11%[0.501 µM], N370S GC -6% and FEN1 inhibitor -17%.
`O=C(COc1ccc(S(=O)(=O)N2CCOCC2)cc1Cl)N1CCOCC1` gave GCN5L2 inh -3%, N370S GC 0% and FEN1 inhibitor -1%.

Brought forward from above: 2 entries; new compounds follow.
`O=C1C(=O)c2c(C(=O)c3ccccc3)coc2-c2ccccc21` gave GCN5L2 inh -11%[0.501 µM], N370S GC -6% and FEN1 inhibitor -17%.
`O=C(COc1ccc(S(=O)(=O)N2CCOCC2)cc1Cl)N1CCOCC1` gave GCN5L2 inh -3%, N370S GC 0% and FEN1 inhibitor -1%.
For O=[N+]([O-])c1cc2c(c(CSc3nnc4ccccn34)c1)OCOC2 the results were GCN5L2 inh -1%, N370S GC -19% and FEN1 inhibitor -4%.
Screening O=C(NC1CCCC1)C(c1ccccc1)N(Cc1ccc2c(c1)OCO2)C(=O)Cc1cccs1 (stereo not drawn) returned GCN5L2 inh 0%, N370S GC 3% and FEN1 inhibitor 8%.
O=C(Nc1ccccc1C(=O)Nc1nnc(C(F)(F)F)s1)c1ccccc1 was read as GCN5L2 inh -9%, N370S GC inconclusive and FEN1 inhibitor 8%.
Screening CCCOc1ccc(N2C(=O)CC(NNC(=O)c3ccc(COc4ccccc4)o3)C2=O)cc1 (stereo not drawn) returned GCN5L2 inh -3%, N370S GC 7% and FEN1 inhibitor -6%.
Cc1ccc(C(=O)Nc2nnc(S(=O)(=O)N3CCN(c4ccc(F)cc4)CC3)s2)cc1 was read as GCN5L2 inh 3%&-3%, N370S GC -13% and FEN1 inhibitor -17%&0%.
Screening Cc1cc(C)c(C#N)c(SCc2ccc(C#N)cc2)n1 returned GCN5L2 inh -7%, N370S GC -20% and FEN1 inhibitor -2%.
Cc1ccc(S(=O)(=O)NCC[C@@]2(C)C3CCC2(C)C(=O)C3)cc1 (stereo partly drawn) was read as GCN5L2 inh -7%, N370S GC 2% and FEN1 inhibitor -1%.
For COc1cccc(-n2nnc3c(=O)n(Cc4ccccc4Cl)cnc32)c1 the results were GCN5L2 inh -1%, N370S GC -5% and FEN1 inhibitor -5%.
`O=C(COC(=O)/C=C/c1cccc([N+](=O)[O-])c1)NCc1ccc2c(c1)OCO2` gave GCN5L2 inh -1%, N370S GC -16% and FEN1 inhibitor 6%.
For COC(=O)c1ccc(CSc2nc3ccc(S(N)(=O)=O)cc3[nH]2)cc1 the results were GCN5L2 inh -3%, N370S GC -19% and FEN1 inhibitor -7%.
CC(NC(=O)c1ccccc1)C(c1cccs1)N1CCOCC1 (stereo not drawn) was read as GCN5L2 inh -1%, N370S GC 1% and FEN1 inhibitor 18%.
For COc1ccc(CCNC(=O)c2c(C)oc3ncn(CC(C)C)c(=O)c23)cc1OC the results were GCN5L2 inh 29% and FEN1 inhibitor -14%.

Filtered by structure, the entries above with a CF3 group
`N#Cc1c(C(F)(F)F)cc(-c2cccs2)nc1SCC(=O)O` gave GCN5L2 inh -7%, N370S GC -12% and FEN1 inhibitor -7%.
O=C(Nc1ccccc1C(=O)Nc1nnc(C(F)(F)F)s1)c1ccccc1 was read as GCN5L2 inh -9%, N370S GC inconclusive and FEN1 inhibitor 8%.

A draw from above in order of SMILES length, falling:
Screening CCCOc1ccc(N2C(=O)CC(NNC(=O)c3ccc(COc4ccccc4)o3)C2=O)cc1 (stereo not drawn) returned GCN5L2 inh -3%, N370S GC 7% and FEN1 inhibitor -6%.
For COc1cccc(-n2nnc3c(=O)n(Cc4ccccc4Cl)cnc32)c1 the results were GCN5L2 inh -1%, N370S GC -5% and FEN1 inhibitor -5%.
Screening Cc1cc(C)c(C#N)c(SCc2ccc(C#N)cc2)n1 returned GCN5L2 inh -7%, N370S GC -20% and FEN1 inhibitor -2%.

(cont.)
Screening COc1ccc(CCN(C)C(=O)COc2cccc(-n3cnnn3)c2)cc1OC returned GCN5L2 inh 1% and FEN1 inhibitor -2%.
O=C(O)CC/C(=N\NC(=O)c1ccncc1)c1ccccc1 was read as GCN5L2 inh -23%, N370S GC -16% and FEN1 inhibitor 1%.
Cc1[nH]c2ccccc2c1C(=O)C(=O)NCCOc1ccccc1 was read as GCN5L2 inh -8%, N370S GC -21% and FEN1 inhibitor -9%.
Screening N/C(=N\OC(=O)c1ccccc1)c1ccncc1 returned GCN5L2 inh -6%, N370S GC 5% and FEN1 inhibitor -12%.
`CC1CC(C)CN(S(=O)(=O)CCNC(=O)c2ccc3c(c2)OCO3)C1` (stereo not drawn) gave GCN5L2 inh -4%, N370S GC -1% and FEN1 inhibitor 6%.
`CCC(=O)Nc1nc2ccc3sc(C)nc3c2s1` gave GCN5L2 inh 2%, N370S GC 10% and FEN1 inhibitor 14%.
For Cc1ccc(S(=O)(=O)NCc2ccccc2)s1 the results were GCN5L2 inh -3%, N370S GC -3% and FEN1 inhibitor 3%.
Cc1nn(C)cc1-c1csc(N)n1 was read as GCN5L2 inh -6%, N370S GC -8% and FEN1 inhibitor 9%.
`Cc1cccc(C(=O)Oc2cc(C)[nH]c(=O)c2[N+](=O)[O-])c1` gave GCN5L2 inh -6%, N370S GC -3% and FEN1 inhibitor -5%.
Screening O=C(CCN1C(=O)C2CCCCC2C1=O)Nc1ccc(OC(F)F)cc1 (stereo not drawn) returned GCN5L2 inh 0%, N370S GC -9% and FEN1 inhibitor 5%.
Screening Cc1ccc(/C=N/Nc2cc(C)nc(NCc3ccccc3)n2)cc1 returned GCN5L2 inh -9%, N370S GC inconclusive and FEN1 inhibitor -23%.
`COc1ccc(C(=O)/C=C/c2ccc(O)cc2)c2c1CC(O)C(C)(C)O2` (stereo not drawn) gave GCN5L2 inh -4% and FEN1 inhibitor -7%.
O=C1OC(c2ccccc2)=C/C1=C\N1CCOCC1 was read as GCN5L2 inh -13%, N370S GC -1% and FEN1 inhibitor 2%.
For O=C(NC1CCCN(Cc2ccccc2F)C1)c1cccc(N2CCCC2=O)c1 (stereo not drawn) the results were GCN5L2 inh -1%, N370S GC -22% and FEN1 inhibitor 22%.
CCCCn1c(SCc2nc3ccccc3s2)nc2cc(S(N)(=O)=O)ccc21 was read as GCN5L2 inh inconclusive, N370S GC 19% and FEN1 inhibitor -21%.
Screening O=C(Oc1c(Br)cc(C(=S)N2CCOCC2)cc1Br)c1ccc(Cl)cc1 returned GCN5L2 inh -15%, N370S GC 11% and FEN1 inhibitor -11%.
For CC(=O)Nc1ccc(S(=O)(=O)c2ccc(C)cc2)cc1 the results were GCN5L2 inh -5%, N370S GC 11% and FEN1 inhibitor 14%.
Screening CCCn1c(N2CCN(CC(=O)NCc3cccs3)CC2)nc2ccccc21 returned GCN5L2 inh -7%, N370S GC 0% and FEN1 inhibitor -6%.
Screening Cc1ccc(N(C(=O)c2csnn2)C(C(=O)NC2CCCCC2)c2ccccn2)cc1C (stereo not drawn) returned GCN5L2 inh 2%, N370S GC 2% and FEN1 inhibitor 4%.
NC(=O)NCc1cccc(Cl)c1 was read as GCN5L2 inh -1%, N370S GC 5% and FEN1 inhibitor 1%.
`Cc1cc(-c2nn(-c3ccccc3F)cc2CN2CCC(C(N)=O)CC2)c(C)s1` gave GCN5L2 inh 2%, N370S GC 1% and FEN1 inhibitor -2%.
For O=C(CS(=O)(=O)Cc1ccccc1)Nc1nc2ccccc2s1 the results were GCN5L2 inh -2%, N370S GC -7% and FEN1 inhibitor -18%.
O=C(O)c1ccc(CSc2nc(-c3ccc(Cl)cc3)cc(C(F)(F)F)n2)cc1 was read as GCN5L2 inh -12%, N370S GC 7% and FEN1 inhibitor 1%.
`O=S1(=O)CC2SC(=S)N(Cc3ccccc3)C2C1` (stereo not drawn) gave GCN5L2 inh -2%, N370S GC 3% and FEN1 inhibitor 8%.
COc1ccc(CN(C)C(=O)[C@H](Cc2ccccc2)NC(=O)c2ccco2)c(OC)c1 was read as GCN5L2 inh -5% and FEN1 inhibitor -5%.
`CC(=O)c1cc2c(=O)c3cc(C)ccc3oc2nc1C` gave GCN5L2 inh 2%, N370S GC 7% and FEN1 inhibitor 4%.
For COC(=O)c1sc(S(=O)(=O)NC(C)C(=O)O)c(C(=O)OC)c1C (stereo not drawn) the results were GCN5L2 inh 0%, N370S GC 4% and FEN1 inhibitor 6%.
COc1cccc(Nc2nn3c(=O)c4ccccc4nc3s2)c1 was read as GCN5L2 inh -20% and FEN1 inhibitor inconclusive.
CCOC(=O)Cn1c(=O)c(C#N)cn(C(C)C)c1=O was read as GCN5L2 inh -3%, N370S GC -11% and FEN1 inhibitor -1%.
`O=C(CCc1nnc(CCCc2ccccc2)o1)NCCN1CCOC1=O` gave GCN5L2 inh 1%, N370S GC -21% and FEN1 inhibitor 1%.
O=S(=O)(Nc1ccc(-c2nc3cccnc3s2)cc1)c1cc(F)ccc1F was read as GCN5L2 inh -12%, N370S GC inconclusive and FEN1 inhibitor -12%.
CC(C)[C@H](NC(=O)[C@H](CCCCN)NC(=O)[C@@H](NC(=O)[C@@H]1CCCN1C(=O)[C@H](CCCN=C(N)N)NC(=O)[C@H](CCCN=C(N)N)NC(=O)[C@H](CCCCN)NC(=O)[C@H](CCCCN)NC(=O)CNC(=O)[C@@H](NC(=O)[C@@H]1CCCN1C(=O)[C@@H](N)CCCCN)C(C)C)C(C)C)C(=O)N[C@@H](Cc1ccc(O)cc1)C(=O)N1CCC[C@H]1C(=O)O was read as GCN5L2 inh 0% and N370S GC -3%.
For COc1ccc(-n2cc(CNCCc3cnc[nH]3)c(-c3cccc(F)c3)n2)cc1 the results were GCN5L2 inh 5%, N370S GC 3% and FEN1 inhibitor -8%.
Fc1ccc(Sc2nc(-c3ccccc3)nnc2C(F)(F)F)cc1 was read as GCN5L2 inh -2%, N370S GC 14% and FEN1 inhibitor -6%.
For CCOC(=O)c1c(-c2ccccc2)oc2ccc(NS(=O)(=O)c3ccccc3)cc12 the results were GCN5L2 inh 3% and FEN1 inhibitor -11%.
Screening Cc1cc(N2C(=O)C(O)=C(C(=O)c3ccco3)C2c2cccc(O)c2)no1 (stereo not drawn) returned GCN5L2 inh -5%, N370S GC -8% and FEN1 inhibitor -10%.
CCOc1ccc(Nc2oc(/C=C/c3ccc(OC)c(OC)c3)nc2C#N)cc1 was read as GCN5L2 inh -4% and FEN1 inhibitor -22%.
`Cc1cc(/C=C2\SC(=S)N(Cc3ccco3)C2=O)c(C)n1-c1ccccc1` gave GCN5L2 inh -11%, N370S GC 3% and FEN1 inhibitor -4%.
For CCOc1ccccc1NC(=O)N1CCN(S(C)(=O)=O)CC1 the results were GCN5L2 inh -4%, N370S GC 6% and FEN1 inhibitor -3%.
Screening O=C(CSc1ccccn1)N/N=C/C=C/c1ccccc1 returned GCN5L2 inh -3%, N370S GC 15% and FEN1 inhibitor -11%.
Screening CCOc1ccc(NC(=S)N(CCN2CCOCC2)Cc2ccc3c(c2)CCCN3CC)cc1 returned GCN5L2 inh -8%, N370S GC inconclusive and FEN1 inhibitor -22%.
COc1ccc(S(=O)(=O)N2CCC(C(=O)NCc3ccccn3)CC2)cc1OC was read as GCN5L2 inh -2% and FEN1 inhibitor -1%.
Screening Cc1nn(-c2ccccc2)c2c1N(CCCC(=O)NCc1ccccc1)C(=O)CS2 returned GCN5L2 inh -4% and FEN1 inhibitor -8%.
CCOC(=O)CN1C(=O)N[C@@H](c2cccc(C(F)(F)F)c2)C(C(C)=O)=C1C was read as N370S GC 12%[12.8 µM] and FEN1 inhibitor 0%.
`CCN(CC(=O)NCCc1ccccc1)S(=O)(=O)c1ccc(Br)cc1` gave GCN5L2 inh -18%, N370S GC -3% and FEN1 inhibitor -12%.

From PubChem BioAssay
